Compound activity as filed in PubChem BioAssay.
sEH act = increases human soluble epoxide hydrolase activity; activation, % at 2 µM; hit rate 0.04% among 91,000; P34913; AID 717; purified human sEH enzymatic activity, activator screen; in the data active means activation above about 37%; further: values of inactives mirror those of a sister screen read the other way
PostGolgi ctrl = yeast control strain growth, post-Golgi counter-screen; efflux-deficient yeast background strain, growth absorbance A615, 16 h; inhibition, % at 10 µM; hit rate 5% among 98,000; AID 738
S1P2 agonist = S1P2 (human) receptor agonism | hit rate 0.46% among 97,000 | S1P2-expressing cell line, agonist reporter read-out | O95136 | activation, % at 4.5 µM | AID 729; in the data active means activation above about 16%;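 further: 0% = vehicle low control and 100% = maximal reference agonist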
Target sequence (O95136 whole entry, looked up): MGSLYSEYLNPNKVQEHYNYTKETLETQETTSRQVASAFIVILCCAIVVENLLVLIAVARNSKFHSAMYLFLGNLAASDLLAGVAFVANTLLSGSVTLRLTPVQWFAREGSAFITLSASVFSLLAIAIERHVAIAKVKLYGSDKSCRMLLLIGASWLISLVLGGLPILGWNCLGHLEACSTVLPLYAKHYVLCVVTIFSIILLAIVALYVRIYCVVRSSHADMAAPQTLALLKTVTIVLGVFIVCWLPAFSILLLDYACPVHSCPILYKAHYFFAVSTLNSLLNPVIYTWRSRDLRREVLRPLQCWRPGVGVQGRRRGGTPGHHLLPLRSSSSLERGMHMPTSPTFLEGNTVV
sEH inh = soluble epoxide hydrolase (human) inhibition. P34913. recombinant human sEH enzymatic activity assay. inhibition, % at 2 µM. hit rate 0.34% among 91,000. AID 707; in the data active means inhibition above about 80%; further: values of inactives mirror those of a sister screen read the other way; many of its hits are not listed in these tables
PLAP act = human PLAP activation. AID 696. hit rate 1.2% among 96,000. P05187. activation fold at 20 µM. purified PLAP enzyme, luminescent substrate read-out; hits give high values; in the data active means activation fold above about 2
Ecoli WT expand = blocks growth of wild type E. coli BW25113 | OD600 absorbance | growth inhibition, % at 100 µM | hit rate 0.15% among 98,000 | AID 710;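 active means growth inhibition above about 50% at one test dose, limit read from the data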;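 further: growth measured after 20 h incubation at 37 °C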
CD11b adhes inh = CD11b/CD18-fibrinogen binding inhibition; hit rate 0.54% among 93,000; P05107+P11215; K562 CD11b/CD18 adhesion to fibrinogen, ATPlite luminescence; Mn2+ added to activate the integrin; AID 1497; inhibition, % at 10 µM;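 active means primary inhibition of 50% or more at 10 µM, then 40% or more on retest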; further: some results filed as inactive read as strong as hits
Target sequence (P05107 whole entry, looked up, other chains not shown): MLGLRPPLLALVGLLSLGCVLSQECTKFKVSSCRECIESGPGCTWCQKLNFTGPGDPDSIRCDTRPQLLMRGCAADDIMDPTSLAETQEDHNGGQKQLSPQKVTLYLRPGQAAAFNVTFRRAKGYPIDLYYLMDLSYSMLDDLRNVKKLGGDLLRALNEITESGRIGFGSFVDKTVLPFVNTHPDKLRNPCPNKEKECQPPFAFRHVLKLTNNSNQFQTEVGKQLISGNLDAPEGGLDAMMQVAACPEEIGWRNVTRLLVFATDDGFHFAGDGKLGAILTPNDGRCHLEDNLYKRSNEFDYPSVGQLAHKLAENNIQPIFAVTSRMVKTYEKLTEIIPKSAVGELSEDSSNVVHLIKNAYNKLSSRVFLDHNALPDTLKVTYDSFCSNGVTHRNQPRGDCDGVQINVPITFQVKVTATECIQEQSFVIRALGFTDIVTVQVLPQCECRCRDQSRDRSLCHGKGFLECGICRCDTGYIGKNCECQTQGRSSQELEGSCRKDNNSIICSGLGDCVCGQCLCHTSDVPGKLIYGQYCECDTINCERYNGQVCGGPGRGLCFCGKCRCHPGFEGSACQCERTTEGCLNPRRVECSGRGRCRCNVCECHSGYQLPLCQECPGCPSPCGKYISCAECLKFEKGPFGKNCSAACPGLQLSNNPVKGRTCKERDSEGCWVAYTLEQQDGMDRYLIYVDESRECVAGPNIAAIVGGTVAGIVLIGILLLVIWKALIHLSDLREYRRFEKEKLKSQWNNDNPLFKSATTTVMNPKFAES
S1P2 blocker = blocks the human S1P2 receptor. hit rate 0.21% among 97,000. cell-based S1P2 antagonist assay, inhibition at 5 uM. O95136. inhibition, % at 5 µM. AID 736; in the data active means inhibition above about 45%;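 further: CRE beta-lactamase reporter cells expressing human S1P2 stimulated with S1P; 0% = agonist at EC80 alone and 100% = agonist plus reference antagonist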
PostGolgi yeast = growth inhibition of a yeast mutant, post-Golgi transport screen | inhibition, % at 10 µM | post-Golgi transport phenotypic cell assay | hit rate 0.9% among 98,000 | AID 739;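 further: yeast cells grown in 1536-well plates; yeast grown about 18 h at 30C before absorbance read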
* = called active by the depositor; . = not tested or not shown. Unless noted, no stated cut-off is given here; in the data, active means inhibition above about 30%; inactive means the rest.

SMILES	sEH act	PostGolgi ctrl	S1P2 agonist	sEH inh	PLAP act	Ecoli WT expand	CD11b adhes inh	S1P2 blocker	PostGolgi yeast
OC(CNCC(c1ccco1)N1CCCCC1)c1ccccc1 (stereo not drawn)	0	10	-2	-2	1	3	-2	11	10
Cc1cc(Nc2ccc(Cl)cc2)n(-c2ccccc2)n1	5	19	-3	-3	0.9	11	4	-10	-2
Cn1nc(-c2ccc(N3CCOCC3)c(NS(=O)(=O)c3ccc(Cl)cc3)c2)c2ccccc2c1=O	-13	30*	-1	16	1.1	-3	.	-29	-11
COc1ccc(OC)c(C(c2nnnn2Cc2ccccc2)N2CCN(C3CCCCC3)CC2)c1 (stereo not drawn)	.	-5	.	.	1.6	-3	-6	.	6
Cc1cccc2c(=O)cc(C)n(CC(=O)N3CCCCC3)c12	0	-1	-3	1	1.7	4	3	8	-3
O=C(Nc1cc(=O)c2ccccc2o1)N1CCCCC1	.	-6	.	.	1	0	-1	.	2
Cc1ccccc1CN(c1ccc(C(=O)Nc2ccccc2C(=O)NCc2ccco2)cc1)S(C)(=O)=O	1	3	-2	1	1.6	-11	16	-4	-6
CC(C)(C)NC(=O)C(c1ccccn1)N(C(=O)C1CSC(=O)C1)c1ccc(F)cc1 (stereo not drawn)	1	6	1	0	1.5	3	.	15	-2
CC1CC(C)CN(CC(=O)N2c3ccccc3CCc3ccccc32)C1 (stereo not drawn)	7	0	-2	-8	1.6	2	.	4	1
COc1cc(C2C(C#N)=C(N)OC3=C2C(=O)CC(C)(C)C3)ccc1OC(=O)N1CCOCC1 (stereo not drawn)	-3	33*	-1	4	1.3	2	-12	2	0
Cc1ccccc1NC(=O)CN(c1ccc(F)cc1)S(C)(=O)=O	1	9	-2	3	1	0	8	0	7
C=CCn1c(SC(C)CC)nc(O)cc1=O (stereo not drawn)	16	0	3	-20	1	-7	-36	1	-1
CCOC(=O)C1CCN(C(=O)c2ccc(NC(=O)C3CCCO3)cc2)CC1 (stereo not drawn)	-2	.	-2	0	.	.	.	17	.
Cc1ccc(Nc2nc(N)nc(CC#N)n2)cc1	-8	-3	1	3	0.8	5	-17	-13	-9
Cc1nnc(NC(=O)c2ccc(C)c(S(=O)(=O)N3CCOCC3)c2)s1	12	6	1	-10	1.1	7	-5	-11	-6
O=C(c1ccc2c(c1)OCO2)n1nnc2ccccc21	4	10	0	-4	1.1	-17	-14	11	-3
N#Cc1cc2c(nc1SCc1cccnc1)CCCCC2	8	63*	1	-5	1	-2	5	-7	44*
CCCCOC(=O)CSc1nnc(-c2cc(OC)c(OC)c(OC)c2)o1	6	32*	-2	-7	1.1	4	0	-3	-2
CC(C)OC(=O)c1cn(-c2ccccc2)nc1-c1ccc2c(c1)OCCO2	-3	11	-1	4	1.7	-20	-6	-9	-7
CC(=O)c1cc2c(cc1NC(=O)CN1CCOCC1)OCO2	-10	10	-6	15	0.9	7	-8	4	5
Cc1noc(C)c1CSc1nc2ccccc2c(=O)n1-c1ccccc1	4	18	-6	-3	1.3	-4	6	-2	-6
CC(C)C(=O)NC(C)C(c1cccs1)N1CCN(c2ccccc2)CC1 (stereo not drawn)	-13	.	2	16	.	.	.	-15	.
CCOC(=O)CNC(=O)Nc1ccccc1C(=O)OC	-7	2	-3	7	1	7	-20	1	-3
Cc1ccc(CCNC(=O)CN2C(=O)COc3ccccc32)cc1	.	14	.	.	0.9	4	-16	.	-5
COc1cc(C(=O)NCC(=O)OCC(=O)c2ccc[nH]2)cc(OC)c1OC	2	3	-6	-3	1.3	3	-50	-9	1

Reprinted at random: two records from the list
SMILES	sEH act	PostGolgi ctrl	S1P2 agonist	sEH inh	PLAP act	Ecoli WT expand	CD11b adhes inh	S1P2 blocker	PostGolgi yeast
Cc1ccc(CCNC(=O)CN2C(=O)COc3ccccc32)cc1	.	14	.	.	0.9	4	-16	.	-5
CCOC(=O)CNC(=O)Nc1ccccc1C(=O)OC	-7	2	-3	7	1	7	-20	1	-3

Next part:
SMILES	sEH act	PostGolgi ctrl	S1P2 agonist	sEH inh	PLAP act	Ecoli WT expand	CD11b adhes inh	S1P2 blocker	PostGolgi yeast
Cc1ccc(C(C(=O)NC2CCCC2)N2CCc3ccccc32)cc1 (stereo not drawn)	-4	4	-1	2	0.9	0	12	22	0
CC1CCCCN1S(=O)(=O)c1ccc2c(c1)CCN2C(=O)CCC(=O)O (stereo not drawn)	.	6	-8	.	1	7	.	0	3
Cc1ccc(C(=O)CSc2nnc(-c3ccccc3N)n2C)cc1C	-11	.	-3	10	.	.	.	-4	.
COC(=O)c1cccc(NC(=O)Cc2ccc(OC)cc2)c1C	0	2	-3	0	0.8	1	0	-7	-2
CN(C)S(=O)(=O)c1cc(C(=O)NCCCn2ccc3ccccc32)ccc1Cl	-67	3	-3	66	1.3	-5	11	5	-4
Cc1cccc(-n2c(N)cc(=O)nc2SCC(=O)Nc2nnc(C)s2)c1	12	9	-3	-17	1	-9	-4	-14	-2
Cc1ccc(C(=O)NCC(=O)OCC(=O)c2ccc3c(c2)OCCO3)cc1C	1	11	1	0	0.9	8	-2	-4	2
Cc1nc(Cl)c(C(=O)NC(=O)Nc2cccc(C(F)(F)F)c2)c(C)c1[N+](=O)[O-]	4	.	-1	-2	.	.	.	-14	.
COc1ccccc1N1CCN(C(=O)CSc2nnc(-c3ccoc3C)o2)CC1	.	0	.	.	1.5	-3	-7	.	20
COc1ccc(OC)c(/C(O)=C/C(=O)C(=O)Nc2ccccc2OC)c1	-4	20	-7	2	0.8	5	-17	-3	9
CCCCc1cc(=O)oc2cc(OCc3nn[nH]n3)c(Cl)cc12	1	-7	-3	-3	1.1	8	2	-2	9
COc1ccc(S(=O)(=O)NCCSCc2ccco2)cc1Cl	4	-3	0	-2	0.8	2	-4	-24	3
COc1cc(C2SCC(=O)N2CCCN(C)C)cc(OC)c1OC (stereo not drawn)	-12	-1	-3	8	1.5	-2	5	-8	5
Cc1cc(N2CCN(c3ccccn3)CC2)n2cc(-c3ccccc3)nc2n1	10	2	-4	-12	1.3	6	7	-2	-7
COc1ccc(S(=O)(=O)N2CCCCC2)cc1Br	3	13	1	-1	0.9	1	-24	-11	0
N#Cc1ccccc1Sc1ccccc1C(=O)Nc1ccc(Br)cc1	-3	37*	-9	7	0.9	-10	-3	-18	26
O=C(CCCNS(=O)(=O)c1cccc2nsnc12)N1CCCCC1	2	13	-2	-2	0.9	-5	.	1	-4
CCCN1C(=O)SC(CC(=O)Nc2ccccc2)C1=O (stereo not drawn)	11	0	-2	-14	1.1	-9	36	4	-2
O=C1NC(c2ccccc2)=C(c2ccc3ccccc3n2)C(c2ccncc2)N1 (stereo not drawn)	-12	6	-6	10	1.3	5	6	4	6
CCCCNC(=O)OCC(CC)NC(=O)OC(C)C (stereo not drawn)	-5	6	-5	4	1.1	7	-10	11	-4
CC(C)C(C)NC(=O)COc1ccc(-c2ccccc2)cc1 (stereo not drawn)	7	18	0	-6	0.8	-7	0	-40	32*
Brc1c(CSc2nncn2-c2ccccc2)nc2sccn12	-5	0	-7	4	1	-1	.	17	-5
CCCn1c(SCC(=O)NC(C)(C)C)nnc1C(C)C	-18	5	-7	17	1	-6	-7	6	14
O=C(NCCc1ccc(Cl)cc1)C1CCN(c2cnccn2)CC1	-59	-2	-5	59	1	1	-2	14	-3
S=C1N(c2ccccc2)C(c2cccc3ccccc23)N2CCCN12 (stereo not drawn)	5	9	-7	-6	0.9	-2	11	4	-4

Sorted by value in PLAP act (largest number first): four from the list above
structure,sEH act,S1P2 agonist,sEH inh,PLAP act,CD11b adhes inh,S1P2 blocker
CC1CC(C)CN(CC(=O)N2c3ccccc3CCc3ccccc32)C1 (stereo not drawn),7,-2,-8,1.6,.,4
CN(C)S(=O)(=O)c1cc(C(=O)NCCCn2ccc3ccccc32)ccc1Cl,-67,-3,66,1.3,11,5
Cc1cc(Nc2ccc(Cl)cc2)n(-c2ccccc2)n1,5,-3,-3,0.9,4,-10
Cc1ccc(Nc2nc(N)nc(CC#N)n2)cc1,-8,1,3,0.8,-17,-13

Further compounds:
SMILES	sEH act	PostGolgi ctrl	S1P2 agonist	sEH inh	PLAP act	Ecoli WT expand	CD11b adhes inh	S1P2 blocker	PostGolgi yeast
Cc1cc(/C=N/NC(=O)CC2(C)OCCO2)c(C)n1-c1cc(Cl)cc(Cl)c1	-3	.	-4	3	.	.	.	-20	.
Cc1cccc(NCN2C(=O)c3ccncc3C2=O)n1	8	1	-5	-8	.	-7	.	-1	-6
COc1cccc(C2Nc3ccccc3C(=O)N2O)c1O (stereo not drawn)	9	30	-7	-9	1	45	.	12	-3
C=CCNS(=O)(=O)c1ccc(OCC(=O)OCC)cc1	2	5	-5	-3	1	10	-5	-4	4
Cc1sc2nc(CN(C(=O)NC3CCCCC3)C3CCCC3)[nH]c(=O)c2c1C	-4	.	-6	7	.	.	.	-10	.
O=C(NC1=NCCS1)c1cccs1	-4	1	-6	5	1.2	0	5	6	3
COCCCn1c(SCC(=O)Nc2sc3c(c2C#N)CCCC3)nnc1-c1ccncc1	7	.	-8	-1	.	.	.	-13	.
Cc1ccc(C2=CSC3=NS(=O)(=O)CCN23)cc1C	5	12	-10	-2	0.7	4	.	2	15
COc1cccc(C2NC(=O)c3ccccc3O2)c1OC (stereo not drawn)	-4	20	-2	2	1	7	-9	-4	25
Cc1ccccc1NC(=O)CSCC(=O)Nc1ccccc1C	-18	8	-4	19	1.1	9	-4	-10	-1
Cc1ccc(-c2[nH]nc(N)c2N=Nc2ccccc2C)cc1	-7	63*	-6	9	1	1	8	-15	54*
COc1cc2c(cc1OC)C(c1cc3cc4c(cc3[nH]c1=O)OCO4)N(C(=O)C1CC1)CC2 (stereo not drawn)	7	.	-6	-2	.	.	.	-3	.
CC(=O)c1c(C(C)=O)c(C)n(-c2nc(-c3ccc(C)c(C)c3)c(C)s2)c1C	11	48*	-2	-7	1.3	5	-2	-1	-1
Clc1ccccc1-c1nnc2sc(-c3ccncc3)nn12	4	3	-7	-6	0.7	-6	10	8	3
O=C1c2cccnc2C(Nc2ccc(S(=O)(=O)N3CCCCCC3)cc2)N1Cc1ccccc1 (stereo not drawn)	-2	9	-3	2	1.4	-5	.	15	5
CN(C)C(CNC(=O)C1CCCN(C(=O)c2ccc(Cl)cc2)C1)c1ccco1 (stereo not drawn)	-6	2	-5	7	1.7	-4	-16	-9	2
O=C(CSc1nc2c(cnn2-c2ccc(F)cc2)c(=O)[nH]1)N1CCOCC1	-2	5	-6	3	1	5	17	14	5
Nc1ccc2oc(-c3cccc(Br)c3)nc2c1	.	19	.	.	1.1	1	-4	.	17
CCOC(=O)C1CCCN(C(=S)Nc2cc(C)cc(C)c2)C1 (stereo not drawn)	-9	1	-1	11	1.5	8	4	-6	4
COc1cc(OC)c(C(=O)Nc2ccc(N(C)C)cc2)cc1OC	2	28	-2	-1	1.1	-1	5	-38	5
O=C(/C=C/NNC(=O)c1ccccc1)c1ccccc1	-10	0	-3	12	1.4	-7	-5	7	-4
Cc1cc2cc(CNC(=O)c3ccc(S(=O)(=O)N4CCCC4)cc3)ccc2n1C	-31	6	-7	30	1.2	0	-23	30	0
CCCN1C(=O)c2ccc(C(=O)Nc3cc(C)on3)cc2C1=O	-9	6	-5	8	1	3	-42	-5	5
CC(=O)Nc1cccc(C(=O)OCc2ccc(C(=O)Oc3ccc(Cl)cc3)cc2)c1	8	4	-5	-10	1.1	-8	1	7	-22
Cc1ccc(NCc2nnc(SCC(=O)NCc3ccco3)n2CC2CCCO2)cc1Cl (stereo not drawn)	-9	4	0	8	1.6	11	-14	10	-10
(listing goes on)
SMILES	sEH act	PostGolgi ctrl	S1P2 agonist	sEH inh	PLAP act	Ecoli WT expand	CD11b adhes inh	S1P2 blocker	PostGolgi yeast
Cc1nn(C)c(C)c1S(=O)(=O)N1CCCC(C(=O)NCCc2ccc(Cl)cc2)C1 (stereo not drawn)	.	-1	.	.	1.2	-2	19	.	-9
COC(=O)C1CCN(C(=O)c2ccccc2NC(C)=O)CC1	8	-6	-3	-10	1.2	-2	-58	5	-3
COc1ccc(C2C(C(=O)Nc3ccccc3OC)=C(C)Nc3nnnn32)c(OC)c1 (stereo not drawn)	20	7	-2	-17	1.1	4	-19	2	8
O=C(OCN1C(=O)c2ccccc2C1=O)c1ccccc1	6	3	-2	0	1.1	0	-5	-20	11
CCC1(C)Cc2c(sc3nc(SC)n(Cc4ccccc4)c(=O)c23)CO1 (stereo not drawn)	-9	11	-6	12	1.2	-24	2	-10	-2
O=C(NCCCN1CCOCC1)c1c(F)cccc1F	7	13	-5	-4	1	-2	-3	-14	7
COc1cc(NC(=O)N2CCOCC2)cc(OC)c1	-6	5	-3	5	0.9	-3	-4	-1	-10
